MmCpn inh: Inhibitors of TCP-1 ring complex (TRiC) of Methanococcus maripaludis (MmCpn): qHTS. Chaperonin Mm-Cpn (Methanococcus maripaludis). purified Mm-Cpn ATPase, ADP Transcreener TR-FRET. Potency, µM (top dose mostly 76.9 µM), for the others: top-dose activity, negative = inhibition, usual class: inhibitors. 330,000 compounds, 0.031% hits; also: potency is read from the fitted curve at half-maximal effect; % is scaled to controls: 0 for no effect and ±100 for the full control effect; nearly all actives have a fitted effect of over 80% in size
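25 nM Mm-CPN + cpd, 10 min 37°C; + 10 uM ATP, 30 min 37°C; buffer 30 mM Tris pH 7.4, 100 mM KCl, 5 mM MgCl2, 1 mM DTT; Transcreener ADP HTRF detection 30 min RT.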
EPAC2 antagonist: qHTS for Antagonist of cAMP-regulated guanine nucleotide exchange factor 2 (EPAC2): primary screen. Rap guanine nucleotide exchange factor 4 (Homo sapiens), Q8WZA2. EPAC2 GEF exchange of Rap1B-BODIPY-GDP, fluorescence. Potency, µM (doses to about 114 µM), without a hit: at the highest dose activity, negative = inhibition, hits mostly inhibitors. 360,000 compounds, 0.18% hits. AID 720708, 2013; also: potency is read from the fitted curve at half-maximal effect; % is scaled to controls: 0 for no effect and ±100 for the full control effect; nearly all actives have a fitted effect of over 45% in size; many of its hits are not listed in these tables
Target sequence (Q8WZA2 whole entry, looked up): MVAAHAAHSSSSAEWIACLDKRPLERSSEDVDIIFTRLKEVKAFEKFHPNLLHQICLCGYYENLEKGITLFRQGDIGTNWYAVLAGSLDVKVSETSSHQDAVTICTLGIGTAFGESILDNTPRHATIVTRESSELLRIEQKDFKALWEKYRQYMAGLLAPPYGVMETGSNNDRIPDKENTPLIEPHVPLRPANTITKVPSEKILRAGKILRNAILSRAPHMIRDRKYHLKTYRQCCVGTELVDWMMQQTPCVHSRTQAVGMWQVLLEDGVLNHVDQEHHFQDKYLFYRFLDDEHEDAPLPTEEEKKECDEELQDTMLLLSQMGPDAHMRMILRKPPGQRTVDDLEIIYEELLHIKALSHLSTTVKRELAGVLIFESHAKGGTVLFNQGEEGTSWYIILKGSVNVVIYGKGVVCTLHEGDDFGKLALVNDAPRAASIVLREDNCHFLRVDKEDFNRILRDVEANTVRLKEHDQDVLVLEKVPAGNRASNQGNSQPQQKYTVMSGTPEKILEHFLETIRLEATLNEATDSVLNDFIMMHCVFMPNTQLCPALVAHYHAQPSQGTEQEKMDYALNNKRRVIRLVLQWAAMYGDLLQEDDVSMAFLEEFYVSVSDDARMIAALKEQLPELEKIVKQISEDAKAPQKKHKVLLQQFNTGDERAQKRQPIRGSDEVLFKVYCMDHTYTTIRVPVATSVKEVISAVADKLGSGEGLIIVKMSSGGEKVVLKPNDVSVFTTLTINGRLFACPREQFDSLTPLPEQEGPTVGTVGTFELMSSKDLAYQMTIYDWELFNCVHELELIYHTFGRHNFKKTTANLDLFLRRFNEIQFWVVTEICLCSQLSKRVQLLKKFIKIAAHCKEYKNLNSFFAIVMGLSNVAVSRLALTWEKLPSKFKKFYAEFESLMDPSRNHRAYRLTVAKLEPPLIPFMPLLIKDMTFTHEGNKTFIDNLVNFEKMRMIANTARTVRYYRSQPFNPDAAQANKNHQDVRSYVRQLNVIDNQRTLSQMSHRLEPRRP
pAkt inh: HTS Assay for Inhibitors of Akt Phophorylation: Primary Screen. 360,000 compounds, 0.32% hits. Neuro2A IGF-stimulated pAkt S473 HTRF, 20 min; active compounds read low. activity change, % for hits at 50 µM; in the data active = activity change below about -80%; inconclusive = mostly about -51% to -80%; also: % is scaled to controls: 0 for no effect and ±100 for the full control effect
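Neuro2A cells (4,500/well, DMEM with 0.5% FBS) were treated with compound at a single 50 µM final concentration, stimulated with 6 nM IGF for 20 min at 37 °C, and lysed. Phospho-Akt Ser473 was read by HTRF as 665/615 ratio ×10^4.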
A549 tox: Nrf2 qHTS screen for inhibitors: counterscreen for cytotoxicity; A549 ARE-Fluc cells, CellTiter-Fluor viability, 18-24 h; Potency, µM (top dose mostly 46 µM), for the others: at the top dose activity change, negative = cytotoxicity, hits mostly inhibitors; 390,000 compounds, 0.16% hits; AID 504648, 2011; also: potency is read from the fitted curve at half-maximal effect; % is scaled to controls: 0 for no effect and ±100 for the full control effect
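A549 ARE_Fluc cells in 5% FBS OPTI-MEM were exposed to compounds in concentration-response for 18-24 h at 37 deg C. Viability was read by CellTiter-Fluor fluorescence (Ex 405/Em 525) after 30 min, before the luciferase read.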
TGFb inhibitor: qHTS for Inhibitors of TGF-b; 410,000 compounds, 1.2% hits; AID 588855, 2011; Potency, µM (titrated, usually from 46.1 µM), without a hit: at the top dose activity, negative = inhibition, usual class: inhibitors; HepG2 CAGA-GFP TGF-b/SMAD3 reporter, GFP fluorescence, 18 h; TGF-beta stimulated, 500 pg/mL final; also: potency is read from the fitted curve at half-maximal effect; % is scaled to controls: 0 for no effect and ±100 for the full control effect; nearly all actives have a fitted effect of over 65% in size
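First, reporter cells (HEPG2 CAGA-GFP) rested 2 h at 37 degrees C. Next, compounds were pinned in and TGF-beta added to 500 pg/mL final. After 18 h, GFP was imaged per cell and summed per well.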
Nrf2 block: Nrf2 qHTS screen for inhibitors. Potency, µM (titrated, usually from 46 µM), inactives show top-dose activity change, negative = inhibition, usual class: inhibitors. 360,000 compounds, 2.1% hits. A549 ARE-Fluc reporter, luciferase luminescence, 18-24 h. AID 504444, 2011; also: potency is read from the fitted curve at half-maximal effect; % is scaled to controls: 0 for no effect and ±100 for the full control effect; nearly all actives have a fitted effect of over 60% in size
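A549 ARE_Fluc cells, 5000/well, 5% FBS OPTI-MEM; compounds in dose-response, 18-24 h at 37 °C/5% CO2; CellTiter-Fluor viability read (Ex 405/Em 525), then BugLite luciferase luminescence = Nrf2 activity.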
Nrf2 activator: qHTS of Nrf2 Activators | 410,000 compounds, 0.31% hits | AREc32 ARE-luciferase reporter (MCF7-derived line), luminescence, 24 h | Potency, µM (top dose mostly 46.1 µM), without a hit: at the highest dose activation, hits mostly activators; also: potency is read from the fitted curve at half-maximal effect; % of control where 0% means no effect; nearly all actives have a fitted effect of over 65% in size
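AREc32 cells carrying an ARE-driven firefly luciferase reporter were seeded at 1000 cells/well in OPTI-MEM with 5% FBS, then exposed to compound for 24 hr at 37 deg C. Luminescence was read with Steady-Glo after 30 min at RT.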
CCT modulator: High-Throughput Screening for Modulators of Cytosolic Chaperonin Activity; purified chaperonin ATPase assay, HTRF ADP detection, 30 min; activity change, % (no concentration beside the values), hits read low; 360,000 compounds, 0.3% hits; AID 651819, 2012; in the data active = activity change below about -30%; also: % is scaled to controls: 0 for no effect and ±100 for the full control effect
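TRiC at 40 or 20 nM final (batch-dependent) in 30 mM Tris pH 7.4, 100 mM KCl, 5 mM MgCl2, 1 mM DTT, with compound at single 76 uM and 10 uM ATP, 30 min at 37 deg C. ADP detected by HTRF Transcreener, 665/615 ratio.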
EPAC2 ag: qHTS for Agonist of cAMP-regulated guanine nucleotide exchange factor 4 (EPAC2): primary screen | EPAC2 activation, biochemical qHTS; response scale: 100% = 6.5 mM cAMP response | Potency, µM (series often up to 154 µM), inactives show at the highest dose activation, most hits filed as activators | 360,000 compounds, 0.079% hits; also: potency is read from the fitted curve at half-maximal effect; nearly all actives have a fitted effect of over 50% in size
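Readout is BODIPY fluorescence (480 nm excitation, 540 nm emission), which falls as labeled GDP is exchanged off Rap1B. EPAC2 at 100 nM acted on 250 nM RAP1B-BODIPY-GDP with 50 uM GDP present.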
Active calls of the source: *; i = inactive; ? = inconclusive; . = not tested or not shown; [ ] = dose if it differs, or a comment. Unless noted, calls follow the shape of the dose curve; as a rule, active = well fitted curve in the direction sought with a large enough effect; inconclusive = small, poorly fitted or top-dose-only effect, or another doubt; inactive = no such curve, though single readings can be large; an effect the other way counts as inactive or inconclusive. An excerpt; rates above refer to the full screens.

SMILES	MmCpn inh	EPAC2 antagonist	pAkt inh	A549 tox	TGFb inhibitor	Nrf2 block	Nrf2 activator	CCT modulator	EPAC2 ag
O=C(N/N=C/c1c[nH]c2ccccc12)c1cc(-c2ccccc2)n[nH]1	1%	-5%	i	-8%	-6%	?	3.2%	3.2	2%
C[C@@]12C(=O)Nc3ccc(Br)cc3C(=O)N1[C@H]1c3cc(Cl)ccc3OC[C@@H]1[C@@H]2c1ccccc1	-14%	3%	i	-1%	-14%	?	-0.2%	-3.2	1%
CCCCNc1nc(-c2ccccc2)cc(C(F)(F)F)c1C(N)=O	-1%	-11%	i	-7%	?	0%	-0.4%	-4.7	0%
CCOc1cccc(/C(O)=C2/C(=O)C(=O)N(CCOC)C2c2ccco2)c1 (configuration not stated)	1%	14%	i	-11%	-2%	14%	-0.4%	0.6	-5%
O=C(NCC1CCCO1)c1cccc(NC(=O)c2ccco2)c1 (configuration not stated)	-2%	0%	i	4%	23%	.	3.6%	0.6	15%
Cc1ccc([C@H]2C(C(=O)O)=CC[C@@H](c3ccc(C(C)C)cc3)N2S(=O)(=O)c2ccc(C)cc2)cc1	0%	?	i	2%	?	?	-0.2%	-9.6	10%
CN(C)c1nc(N/N=C/c2c[nH]c3ccccc23)nc(N2CCOCC2)n1	2%	-6%	i	?	5%	-6%	12%	-1.2	5%
CCOC(=O)c1ccccc1NC(=O)c1cnn(-c2ccc(OC)cc2)c1C1CCN(C(=O)OC(C)(C)C)CC1	.	.	.	-7%	-5%	25%	-0.4%	.	.
Cc1cc(N2CCN(C(c3ccccc3)c3ccccc3)CC2)n2ncnc2n1	.	-6%	i	10%	9%	-7%	-0.7%	-2.3	-1%
COCn1c(COc2ccccc2)nc2ccccc21	1%	-6%	i	16%	-5%	21%	0.6%	-0.1	8%
COc1cccc(C(C(=O)NC(C)(C)C)N(CCC(C)C)C(=O)CCC(=O)Nc2cc(C)on2)c1OC (configuration not stated)	1%	-15%	i	-16%	6%	-29%	0.4%	-0.3	-7%
Cc1c(C(=O)Nc2cccc(Cl)c2)c2ccccn2c1CCc1ccncc1	0%	3%	i	?	?	?	10%	-0.3	13%
O/N=C(/CCc1ccccc1)c1ccc2c(c1)OCCO2	-1%	?	i	13%	2%	99%	3.3%	1.3	-2%
COc1ccc(-c2nnc(NC(=O)C3=COCCO3)o2)cc1	3%	-2%	i	1%	4%	4%	0.6%	-2.1	2%
O=P(O)(O)COc1ccccc1P(=O)(c1ccccc1)c1ccccc1	-1%	8%	i	-2%	18%	9%	0.1%	-2.3	-1%
CCSc1nnc(NC(=O)Cc2cccc(OC)c2)s1	-2%	8%	i	3%	-12%	-18%	0.0%	-1.2	-3%
C=CCN1C(=O)c2ccc(C(=O)N3CCN(S(=O)(=O)c4cccc(F)c4)CC3)cc2C1=O	-1%	-14%	i	1%	13%	0%	1.2%	-0.2	2%
O=C(N1CCCC1)C12CC3CCC(CC(C3)C1)C2	1%	-2%	i	-8%	7%	?	0.0%	1.0	8%
COc1cccc(NC(=O)c2ccc3c(c2)CCCC3)c1	0%	0%	.	-3%	1%	?	2.4%	1.5	19%
COC(=O)CN(c1cc(C(F)(F)F)ccc1Cl)S(C)(=O)=O	-3%	7%	i	2%[1.84 µM]	1%	-4%	0.1%	0.8	-7%
O=c1cc(CNCCCO)c2ccccc2[nH]1	1%	7%	i	0%	-5%	.	-0.5%	0.2	-5%
O=C(Nc1ccccc1)NC1CCN(Cc2ccccc2)CC1	2%	1%	i	-6%	1%	7%	-0.8%	-4.6	5%
COC(=O)C1C(c2ccccc2)NC(=O)NC1(O)C(F)(F)Cl (configuration not stated)	0%	-9%	i	-5%	14%	5%	-0.2%	0.3	5%
CCCn1c(CN2CCN(C)CC2)nc2ccccc21	3%	8%	i	-1%	3%	.	-0.4%	0.3	-3%
CC(=O)N/C(=N/c1nc(C)cc(C)n1)Nc1ccc(F)cc1F	0%	2%	i	1%	-26%	8%	-0.3%	-0.2	-2%
Cc1noc(C)c1COc1ccc(C(=O)NCCc2ccccn2)cc1	1%	20%	i	3%	-8%	4%	0.1%	-1.3	7%
CNC(=O)CSc1nnc(C2CC2)n1-c1ccccc1	-5%	-2%	i	2%	0%	3%	-0.5%	-3.0	17%
Nn1c(=O)c2ccccc2n2c(SCc3ccccc3)nnc12	2%	14%	i	4%	?	2%	2.3%	1.4	4%
O=C(OCc1nnc(-c2ccccc2)o1)c1cc(S(=O)(=O)N2CCOCC2)c(Cl)cc1Cl	0%	2%	i	-3%	8%	5%	0.5%	-2.4	7%
Cc1ccc(S(=O)(=O)N2CCOCC2)cc1NCC(=O)Nc1ccc(OC(F)(F)F)cc1	0%	5%	i	-6%	-26%	-9%	2.1%	-0.6	-3%
[O-]/[N+](=C\c1ccc(F)cc1)c1ccccc1	-2%	4%	i	2%	?	8%	0.5%	-6.3	7%
CC1=C(C(=O)OCC2CCCO2)C(c2ccccc2)NC(=O)N1 (configuration not stated)	1%	-9%	i	3%	1%	-9%	-0.8%	-6.5	6%
O=C(CNC(=O)c1cccnc1)N/N=C/c1ccc(O)cc1O	-1%	1%	i	-2%	-2%	-15%	0.2%	-0.3	4%
CN1CCCC(OC(=O)c2ccc(S(=O)(=O)N(C)C)cc2)C1 (configuration not stated)	0%	13%	i	-1%	-15%	6%	0.5%	0.6	0%
CCOc1ccc(CCNC(=O)c2cn(-c3cccc(OC)c3)c(=O)c3ccccc23)cc1	.	.	.	-1%	-52%	13%	0.8%	.	.
Cn1ncc(C(=O)N2CCN(c3ccc(F)cc3)CC2)c1C1CCN(C(=O)OC(C)(C)C)CC1	.	.	.	1%	0%	?	0.9%	.	.
CC(C)(C)C(=O)OCOC(=O)[C@@H]1N2C(=O)[C@@H](N=CN3CCCCCC3)[C@H]2SC1(C)C	0%	14%	i	-2%	-4%	-4%	-0.3%	-3.0	-3%
O=C(Nc1ccccc1)Nc1nnc([C@@H]2C[C@H](O)[C@@H](CO)O2)s1	.	3%	i	.	-12%	.	2.4%	-0.5	7%
CC1CCN(S(=O)(=O)c2ccc(Cl)cc2Br)CC1	0%	-24%	i	?	-7%	?	-0.5%	-0.7	11%
O=C(COc1cccnc1[N+](=O)[O-])c1ccc(Cl)s1	-2%	-1%	i	0%	-1%	5%	6.4%	-1.3	4%
CCOc1ccc(CN2CCN(CCCc3ccccc3)CC2CCO)cc1 (configuration not stated)	-3%	2%	i	-4%	-33%	0%	3.7%	1.5	5%
COc1ccc(C(=O)O/N=C(\N)Cc2ccc([N+](=O)[O-])cc2)c(OC)c1	-1%	6%	i	-25%	9%	-29%	9.7%	-2.2	12%
Cc1ccc(CCNC(=O)C2CCN(S(=O)(=O)c3cccc4nonc34)CC2)cc1	0%	-11%	i	-5%	-24%	-7%	1.6%	-2.3	5%
N#Cc1ccccc1NC(=O)CN1C(=O)NC(Cc2c[nH]c3ccccc23)C1=O (configuration not stated)	2%	-10%	i	0%	-8%	6%	16%	-0.9	2%
O=C(Nc1ccc(N2CCOCC2)cc1)c1cc(-n2cnnc2)ccc1Cl	-6%	5%	i	0%	7%	-10%	0.2%	-0.4	6%
CCOC(=O)c1sc(NC(=O)CSc2n[nH]c(CC)n2)nc1C	3%	3%	i	-1%	-10%	-8%	2.4%	-2.6	-9%
CC1(C)OC(=O)C(=Cc2ccc[nH]2)C(=O)O1	3%	0%	i	0%	-4%	5%	-0.4%	1.0	11%

Structural class, those above with an aryl methoxy group
SMILES	MmCpn inh	EPAC2 antagonist	pAkt inh	A549 tox	TGFb inhibitor	Nrf2 block	Nrf2 activator	CCT modulator	EPAC2 ag
CCOC(=O)c1ccccc1NC(=O)c1cnn(-c2ccc(OC)cc2)c1C1CCN(C(=O)OC(C)(C)C)CC1	.	.	.	-7%	-5%	25%	-0.4%	.	.
COc1cccc(C(C(=O)NC(C)(C)C)N(CCC(C)C)C(=O)CCC(=O)Nc2cc(C)on2)c1OC (configuration not stated)	1%	-15%	i	-16%	6%	-29%	0.4%	-0.3	-7%
COc1ccc(-c2nnc(NC(=O)C3=COCCO3)o2)cc1	3%	-2%	i	1%	4%	4%	0.6%	-2.1	2%
CCSc1nnc(NC(=O)Cc2cccc(OC)c2)s1	-2%	8%	i	3%	-12%	-18%	0.0%	-1.2	-3%
COc1cccc(NC(=O)c2ccc3c(c2)CCCC3)c1	0%	0%	.	-3%	1%	?	2.4%	1.5	19%
CCOc1ccc(CCNC(=O)c2cn(-c3cccc(OC)c3)c(=O)c3ccccc23)cc1	.	.	.	-1%	-52%	13%	0.8%	.	.
COc1ccc(C(=O)O/N=C(\N)Cc2ccc([N+](=O)[O-])cc2)c(OC)c1	-1%	6%	i	-25%	9%	-29%	9.7%	-2.2	12%

From PubChem
